Bioassay records: PubChem, several laboratories
SUMO1-SIM PPI – SUMO1-SIM interaction modulation; AID 602429; P63165; inhibition, % at 20 µM; SUMO1 binding to a labelled peptide, TR-FRET, 1 h; 360,000 compounds, 0.33% hits; in the data active = inhibition above about 37%
Target sequence (P63165 whole entry, looked up): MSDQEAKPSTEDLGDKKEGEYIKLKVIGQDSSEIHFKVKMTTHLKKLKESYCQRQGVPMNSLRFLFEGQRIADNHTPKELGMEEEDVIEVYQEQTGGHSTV
MsrA inhibitor – inhibits bovine methionine sulfoxide reductase A; AID 651718; inhibition, % at 15.5 µM; 360,000 compounds, 0.75% hits; purified bovine MsrA, absorbance read-out; in the data active = inhibition above about 4.5%;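 note: 0% = vehicle wells with enzyme and 100% = reference inhibitor wells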
MsrA act – bovine methionine sulfoxide reductase A activation. AID 602163. purified bovine MsrA, absorbance read-out. activation, % at 10.6 µM. 360,000 compounds, 0.3% hits; in the data active = activation above about 7.5%;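 note: 0% = vehicle and 100% = reference activator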
Scp-1 inhibitor – inhibitors of human Scp-1 phosphatase; Q9GZU7; Recombinant Scp1, phosphopeptide, malachite green phosphate absorbance; inhibition, % at 20 µM; 340,000 compounds, 0.88% hits;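 active = inhibition above about 50% at 20 µM, limit read from the data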;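 note: plate controls were DMSO wells with enzyme for no effect and wells lacking enzyme for full effect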
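Test system – truncated SCP-1 phosphatase (76-261aa) · Reagent – Phosphorylated 17-residue peptide substrate · Incubation – 45 min room-temperature reaction, 5 min colour, 30 min stabiliser · Detection – colorimetric phosphate reagent with accelerator and stabiliser, absorbance at 630 nm · Measure – % inhibition at 20 µM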
Tb MetRS inh – Trypanosoma brucei MetRS inhibition | purified T. brucei MetRS, ATP depletion, Kinase-Glo luminescence | inhibition, % at 11.9 µM | 360,000 compounds, 0.4% hits | AID 624268;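 active = inhibition above a per-plate cutoff of the control wells' mean inhibition plus 3 SD, cut at about 5.5% in these data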;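 note: 0% = DMSO wells median and 100% = median of wells with control inhibitor compound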
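technique = Kinase-Glo luminescence, ATP depletion format | system = purified MetRS (methionyl-tRNA synthetase) enzyme from Trypanosoma brucei | timing = 15 min preincubation, 2 h reaction, all 25 °C | evaluation = percent inhibition versus plate control medians | dosing = single dose, 11.9 µM final nominal, 0.9% final DMSO | also added = substrates ATP, L-methionine and bulk Escherichia coli tRNA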
DNMT1 inh – blocks human DNA methyltransferase DNMT1; P26358; DNMT1 molecular beacon, Hinp1I cleavage, fluorescence; inhibition (reported as % activation of signal), % at 10 µM; 360,000 compounds, 0.83% hits; AID 588458; in the data active = inhibition above about 50%
STEP block – blocks human striatal-enriched tyrosine phosphatase; P54829; recombinant STEP, OMFP fluorogenic substrate, fluorescence; inhibition, % at 20 µM; 360,000 compounds, 0.25% hits;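 active = inhibition at 20 µM, scaled per plate between control wells, above about 37%, limit read from the data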;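 note: 0% = DMSO with enzyme and substrate and 100% = substrate only without enzyme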
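Assay system: isolated STEP enzyme / Timing: 20 min at room temperature, dark / Doses: 20 µM, 1% DMSO / Technique: fluorescence intensity, excitation 480 nm, emission 540 nm / Reagent: fluorogenic phosphatase substrate OMFP at 25 µM final / Measure: percent inhibition scaled to no-enzyme and uninhibited-enzyme controls, plate-pattern corrected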
eLon inh – E. coli protease La inhibition; purified E. coli Lon protease, fluorescence polarization; 360,000 compounds, 0.42% hits; inhibition, % at 7.94 µM; P0A9M0; in the data active = inhibition above about 13%, passing the limit was not always enough;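 note: 0% = enzyme with probe and DMSO and 100% = no enzyme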
Target sequence (P0A9M0 whole entry, looked up): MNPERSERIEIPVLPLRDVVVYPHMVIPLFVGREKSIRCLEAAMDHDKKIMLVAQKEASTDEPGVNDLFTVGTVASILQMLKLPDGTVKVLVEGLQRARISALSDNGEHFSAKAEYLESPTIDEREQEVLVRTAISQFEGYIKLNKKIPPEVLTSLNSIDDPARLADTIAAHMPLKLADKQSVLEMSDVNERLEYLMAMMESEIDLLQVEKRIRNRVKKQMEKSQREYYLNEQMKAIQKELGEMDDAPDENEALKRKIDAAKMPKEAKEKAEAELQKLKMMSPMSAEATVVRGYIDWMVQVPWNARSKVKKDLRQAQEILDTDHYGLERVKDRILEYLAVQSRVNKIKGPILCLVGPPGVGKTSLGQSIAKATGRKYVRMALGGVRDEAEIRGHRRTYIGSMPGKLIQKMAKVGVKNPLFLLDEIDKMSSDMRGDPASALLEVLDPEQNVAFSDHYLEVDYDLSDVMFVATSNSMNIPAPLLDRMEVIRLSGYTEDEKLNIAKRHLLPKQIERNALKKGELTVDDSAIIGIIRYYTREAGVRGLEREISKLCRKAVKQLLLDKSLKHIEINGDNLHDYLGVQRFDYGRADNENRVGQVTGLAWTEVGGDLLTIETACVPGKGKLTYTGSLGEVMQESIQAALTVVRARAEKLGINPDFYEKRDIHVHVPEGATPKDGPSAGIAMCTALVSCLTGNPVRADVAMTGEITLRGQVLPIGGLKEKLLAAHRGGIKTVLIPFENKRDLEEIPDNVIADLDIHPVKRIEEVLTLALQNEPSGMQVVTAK
NRP1-CendR mod – modulators of CendR peptide binding to human neuropilin-1; FAM-RPARPAR peptide binding to NRP-1, fluorescence polarization; inhibition, % at 25 µM; 360,000 compounds, 0.85% hits; AID 602438;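 active = inhibition or corrected inhibition above about 18%, plus a signal ratio from 0.5 to 1.5, limit read from the data, passing the limit was not always enough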; note: strong numbers were not always called active
LMPTP block – blocks human LMPTP phosphatase. recombinant LMPTP-A, OMFP fluorogenic substrate, fluorescence intensity. inhibition, % at 20 µM. 360,000 compounds, 0.22% hits;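 active = compounds that cut the enzyme signal by at least half of the control window in the single-dose screen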;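 note: plate controls were DMSO wells with enzyme plus substrate for no effect and substrate without enzyme for full effect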
Target sequence (P24666 whole entry, looked up): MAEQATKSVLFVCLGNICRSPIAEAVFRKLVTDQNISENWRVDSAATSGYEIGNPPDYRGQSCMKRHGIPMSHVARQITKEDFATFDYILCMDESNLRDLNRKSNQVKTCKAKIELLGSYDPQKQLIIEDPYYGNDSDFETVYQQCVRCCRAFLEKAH
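Test system – LMPTP-A phosphatase enzyme · Quantity – 0.625 nM LMPTP-A final · Reagent – OMFP substrate, 400 µM final · Dosing – one test concentration per compound, 20 µM, with 3% DMSO overall · Timing – 50 min enzyme reaction at room temperature, protected from light · Detection – fluorescence intensity · Controls – substrate-only low control, DMSO enzyme-plus-substrate high control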
Starred values were filed as active, the others as inactive; . = no result given.

SMILES	SUMO1-SIM PPI	MsrA inhibitor	MsrA act	Scp-1 inhibitor	Tb MetRS inh	DNMT1 inh	STEP block	eLon inh	NRP1-CendR mod	LMPTP block
Cc1ccc(C(=O)OCC(=O)NC2CCCc3ccccc32)o1 (stereo not drawn)	0.9	0.0	-12.1	4.8	0.4	4.7	-0.5	-5.1	6.3	0.2
O=C(NCCc1ccccc1)c1ccc(Cl)c(S(=O)(=O)N2CCOCC2)c1	1.1	-0.8	-6.9	2.4	0.5	0.7	-2.4	4.4	6.9	-1.3
CC(=O)c1cccc(N(C(=O)CNC(=O)c2ccco2)C(C(=O)NC2CCCC2)c2ccco2)c1 (stereo not drawn)	1.5	-0.4	-0.3	-12.4	0.3	-1.6	-1.2	-1.6	-1.5	0.9
COc1ccccc1NC(=O)Cn1c(=O)c(N(C)C)c(N)n(C)c1=O	-2.0	0.6	4.3	-2.3	-0.3	5.0	-2.7	-9.7	11.1	-0.1
CN(Cc1c(C(=O)N/N=C/c2cccc(F)c2)nnn1-c1nonc1N)c1ccccc1	-7.8	-0.8	-9.2	7.0	-0.3	-8.3	-2.9	-8.0	12.2	0.3
Cc1cc(C)c(S(=O)(=O)N2CCCCC2)c(C)c1-n1ncnn1	-0.9	1.4	-10.8	-2.5	-0.5	0.7	-0.3	-5.1	-6.0	-0.2
O=C(O)C1CC1c1ccc(Br)cc1 (stereo not drawn)	-1.5	1.0	-0.5	2.0	-0.7	2.5	-1.1	-2.7	13.4	-3.2
COc1ccc(C2C(C(=O)c3ccco3)=C(O)C(=O)N2CCCn2ccnc2)c(OC)c1 (stereo not drawn)	1.3	1.2	-10.7	0.1	-0.5	-6.3	1.5	-3.6	-1.0	-4.7
COc1ccc(OCCOC(=O)CNC(=O)c2ccc(F)cc2)cc1	0.5	-0.7	-0.8	.	0.1	4.0	2.7	-6.6	0.2	0.2
COc1ccc(C(C)=O)cc1COC(=O)c1cc(=O)c2ccccc2o1	-23.1	-0.5	-2.8	-7.2	-0.5	0.6	1.7	-2.9	-6.8	0.7
O=S(=O)(c1ccc2c(c1)OCCO2)N1CCN(c2cccc(Cl)c2)CC1	1.1	0.5	-5.1	-13.2	-0.2	-6.6	2.1	9.5	2.9	3.0
O=C(COC(=O)CCSc1ccc(Cl)cc1)NCc1ccccc1	3.2	-0.4	-5.2	-10.5	0.1	-0.4	-2.2	-3.9	6.8	0.4
Cn1c(Nc2ccccc2)cc(=O)n(C)c1=O	5.3	-0.1	-2.8	-7.3	-0.5	0.6	-0.9	1.2	0.8	-1.8
O=C(/C=C/c1cccc(Br)c1)N1CCN(c2ccccn2)CC1	-9.2	1.5	-3.3	1.6	-0.5	2.0	2.5	-4.7	0.8	0.3
COc1ccc(NS(=O)(=O)c2cc(NC(=O)C(CC(C)C)NC(N)=O)ccc2N2CCOCC2)cc1 (stereo not drawn)	-3.9	-0.4	-1.3	-8.1	-0.1	3.6	0.3	-0.5	-9.9	-2.2
Cc1noc(/C=C/N(C)C)c1S(=O)(=O)N1CCCC(C(=O)Nc2ccc3c(c2)OCO3)C1 (stereo not drawn)	8.8	1.7	-0.5	-4.8	0.5	-33.9	-0.6	-58.8	-7.7	0.7
CCc1nc2c(OCc3ccc(Cl)cc3)cccn2c1N(C)C(=O)c1ccncc1	1.7	-0.4	-4.2	.	-0.1	-2.6	3.1	-6.5	3.0	-0.1
O=S1(=O)c2ccc(Br)cc2N2CCC[C@@H]2CN1C1CC1	3.3	0.4	-2.0	1.0	-0.4	0.8	2.9	-5.1	1.1	-0.1
CC(NS(=O)(=O)c1ccc(Br)cc1)C(c1cccs1)N1CCOCC1 (stereo not drawn)	4.7	-0.1	-1.6	-4.8	0.7	2.3	3.7	-4.5	-7.5	0.3
COc1cccc(/C=N/N2CCN(C)CC2)c1	2.0	0.2	-5.0	-74.8	-0.8	6.8	-2.7	13.9	5.4	-5.2

One compound at a time, as listed above. Screens in order: SUMO1-SIM PPI	MsrA inhibitor	MsrA act	Scp-1 inhibitor	Tb MetRS inh	DNMT1 inh	STEP block	eLon inh	NRP1-CendR mod	LMPTP block
`Cc1ccc(C(=O)OCC(=O)NC2CCCc3ccccc32)o1` (stereo not drawn) in the list: 0.9	0.0	-12.1	4.8	0.4	4.7	-0.5	-5.1	6.3	0.2
`Cn1c(Nc2ccccc2)cc(=O)n(C)c1=O` in the list: 5.3	-0.1	-2.8	-7.3	-0.5	0.6	-0.9	1.2	0.8	-1.8
`O=C(O)C1CC1c1ccc(Br)cc1` (stereo not drawn) in the list: -1.5	1.0	-0.5	2.0	-0.7	2.5	-1.1	-2.7	13.4	-3.2
`O=S(=O)(c1ccc2c(c1)OCCO2)N1CCN(c2cccc(Cl)c2)CC1` in the list: 1.1	0.5	-5.1	-13.2	-0.2	-6.6	2.1	9.5	2.9	3.0

Following part
SMILES	SUMO1-SIM PPI	MsrA inhibitor	MsrA act	Scp-1 inhibitor	Tb MetRS inh	DNMT1 inh	STEP block	eLon inh	NRP1-CendR mod	LMPTP block
O=C(COC(=O)CCc1ccccc1)Nc1ccc(F)cc1Cl	-0.3	-1.2	-8.7	-3.8	-0.7	-0.6	0.1	4.2	8.4	-0.5
CC(C)(C)NC(=O)C1CN(S(=O)(=O)c2ccccc2)CCN1S(=O)(=O)c1ccccc1 (stereo not drawn)	0.5	-0.2	0.3	2.6	0.1	-3.9	0.9	-3.6	-12.0	-1.7
COc1cccc(Nc2nc(C(N)Cc3ccc(Cl)cc3)cs2)n1 (stereo not drawn)	-64.2	-0.9	-0.9	.	-0.2	-1.1	2.4	-3.8	-3.0	0.9
CCOC(=O)C1=C(C)N(CCCCCC(=O)O)C(=O)NC1c1ccc([N+](=O)[O-])cc1 (stereo not drawn)	-9.3	1.7	-6.8	4.4	-0.4	4.0	2.0	1.6	2.9	-2.2
CC(=O)Nc1ccc(-c2ccnc3c2CC(C)(C(=O)NCC2CCOCC2)O3)cc1 (stereo not drawn)	-1.8	1.0	0.8	.	0.3	-5.6	-6.2	2.8	-4.9	0.1
COc1ccc(-n2c(Cc3ccccc3)nnc2SCc2ccc([N+](=O)[O-])cc2)cc1	-19.9	1.5	-4.0	19.5	-0.5	-3.1	4.2	-4.5	3.4	-1.1
O=C1C(c2ccncc2)N(CCC2=CCCCC2)C(=O)CN1C1CCCCC1 (stereo not drawn)	0.3	1.4	-1.4	-0.3	-0.2	0.3	-2.2	-5.2	-4.0	-0.4
CCN(CC)C(=O)c1ccc(S(=O)(=O)N2CCC(c3nc4ccccc4s3)CC2)cc1	3.3	-0.6	-1.0	-6.3	-0.7	-1.1	-2.0	1.1	3.1	-1.2
Cc1cc(NC(=O)C2CC(c3ccc(F)cc3)=NO2)no1 (stereo not drawn)	0.8	-0.2	-1.0	-2.8	-0.7	0.0	-1.1	-9.7	-0.8	-0.7
O=S(=O)(Nc1cccc(Br)c1)c1cccc2nsnc12	-20.3	-0.4	-8.5	3.0	-2.4	-0.1	-0.9	6.6	-0.7	0.3
CCN1CCN(CCCNC(=O)Cn2nc(C)n3nc(-c4ccccc4)cc3c2=O)CC1	7.0	0.7	3.7	-1.7	0.2	2.1	0.7	2.8	2.1	-0.7
O=C(Nc1ccc(Cl)cn1)c1ccc2nccnc2c1	-21.5	2.0	-4.4	-8.3	-0.2	2.3	-3.5	-6.4	-14.4	-1.2
COCCNC(=O)COc1ncnc2scc(-c3ccc(F)cc3)c12	12.0	1.7	-3.1	-8.8	-0.5	-2.1	-2.8	-7.4	-2.3	1.5
c1ccc(Cn2c3ccccc3c3nnc(SCCN4CCCCC4)nc32)cc1	-13.3	0.6	-0.9	0.4	0.1	7.3	-1.5	-6.3	3.0	3.0
COC(=O)[C@@H](NC(=O)c1ccc2c(c1)S(=O)(=O)c1ccccc1C2=O)C(C)C	-43.8	0.2	-4.4	-4.7	0.3	2.0	-1.6	2.6	-4.7	0.2
COc1ccc(C(=O)C[n+]2ccc3ccccc3c2C)cc1	-10.7	-0.7	-0.4	-6.6	-0.1	7.5	1.1	34.7	4.1	0.5
Cc1nc(-c2ccc(NC(=O)c3ccccc3Br)cc2)cs1	4.5	-1.2	-1.7	1.7	0.5	14.2	1.7	3.1	3.1	0.0
Cc1ccc(/C(N)=N/OC(=O)c2ccc(Cl)cc2Cl)cc1	5.0	0.7	-2.6	-5.2	0.4	0.5	4.1	1.1	51.7*	-0.8
COC(=O)c1ccc(CN2CCN(C(C)C)C(CCO)C2)cc1 (stereo not drawn)	-3.1	-1.0	-4.1	-1.4	-0.7	4.0	-0.5	12.0	-1.2	-1.7
CC1CC(C)CN(CCCNC(=O)C2CCCN(c3nnc(N4CCCC4=O)s3)C2)C1 (stereo not drawn)	-3.0	-0.8	1.8	-12.7	-0.6	-2.2	-1.6	-8.8	7.3	-1.0
Cc1oc(/N=C/c2cccc([N+](=O)[O-])c2)c(C#N)c1C	-14.4	1.1	-2.4	0.1	0.3	10.2	0.8	8.3	13.8	-1.3
CC(=O)NCCc1c[nH]c2ccc(OCc3ccccc3)cc12	-2.3	2.4	-7.0	-3.1	-0.4	0.1	0.2	17.1	7.1	0.0
COc1ccc(S(=O)(=O)Nc2ccccc2C(=O)NN2CCOCC2)cc1OC	-1.7	0.5	-6.1	4.8	-0.3	-0.8	-1.3	-8.6	-6.1	0.9
O=C(Nc1cccc(F)c1)C1CCCN(S(=O)(=O)c2ccccc2)C1 (stereo not drawn)	3.0	2.9	-3.3	-9.5	0.0	2.3	-2.1	0.5	9.6	1.9
Cc1cc2c3c(c1)C(C)CC(C)(C)N3C(=O)C2=O (stereo not drawn)	-31.4	-0.5	2.2	1.6	0.8	2.9	-2.2	-3.4	-3.8	0.4
COC(=O)c1ccccc1NC(=O)CSc1nnc(-c2ccc(OC)cc2)n1C	-1.5	-0.9	-0.9	-0.4	-0.6	3.9	1.1	-6.2	11.1	-1.2
CCc1ccc(OCC(=O)Nc2ccc(S(=O)(=O)N3CCOCC3)cc2)cc1	5.6	-1.5	1.9	-7.8	-0.5	-1.4	0.5	-5.4	-5.2	0.4
CCN(c1ccccc1)S(=O)(=O)c1ccc(Cl)c(C(=O)Nc2ccncc2)c1	3.9	0.5	-3.5	.	0.1	-2.5	0.6	-14.2	-14.3	-0.6
COc1ccccc1C(O)(C(=O)NNc1ccccc1C)c1ccccc1OC	1.4	1.7	-9.3	3.8	-1.6	2.2	-1.7	-0.5	-3.2	-1.0
O=C(O)C1C(c2ccccc2)C(C(=O)N2CCOCC2)C1c1ccccc1 (stereo not drawn)	-2.1	-0.6	2.1	6.7	0.1	5.1	0.0	1.3	-7.2	0.6

Marked active in NRP1-CendR mod, of those listed so far:
SMILES	SUMO1-SIM PPI	MsrA inhibitor	MsrA act	Scp-1 inhibitor	Tb MetRS inh	DNMT1 inh	STEP block	eLon inh	NRP1-CendR mod	LMPTP block
Cc1ccc(/C(N)=N/OC(=O)c2ccc(Cl)cc2Cl)cc1	5.0	0.7	-2.6	-5.2	0.4	0.5	4.1	1.1	51.7*	-0.8
